Assay outcomes from PubChem BioAssay.
MMP-13 inhibitor: MMP13 (human) collagenase inhibition | P45452 | MMP-13 fTHP FRET cleavage, Mca fluorescence | inhibition, % at 4 µM | 0.07% of 65,000 active | AID 570;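 active means inhibition above the mean of compound-free control plate wells plus 3 SD, cut at about 14% in these data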;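 further: 0% = DMSO wells and 100% = wells with reference MMP-13 inhibitor after basal subtraction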
Hsp90 inh: displaces geldanamycin probe from tumor Hsp90; AID 429; NCI-N417 lysate Hsp90, Cy3B-geldanamycin FP displacement; 0.35% of 64,000 active; inhibition, % at 30 µM; P07900;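 active means inhibition above 50%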;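 further: 0% = tracer plus lysate wells and 100% = tracer alone without lysate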
FXIIa mix inh: blocks human factor XIIa in pooled compound mixtures. AID 684. P00748. 0.2% of 62,000 active. purified FXIIa, fluorogenic substrate. inhibition, % at 5 µM;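 further: 0% = enzyme without compound and 100% = no enzyme blank; some results filed as inactive read as strong as hits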
AP complement: orthogonal test for alternative complement pathway inhibitors; Human serum alternative complement pathway, LPS-coated ELISA, C3 deposition; tested in compound mixtures; 0.08% of 62,000 active; inhibition, % at 5 µM;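 active means inhibition above 30% in each of the two pooled mixtures holding the compound, so the lower value exceeds 30%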;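 further: 0% = serum in Mg-EGTA without compound and 100% = EDTA serum blank; some compounds past the cut are filed as inactive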
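Assay system: human serum alternative complement pathway, C3 deposition on LPS-coated wells; Dosing: 5 µM per compound in ten-compound mixtures; Detection: Anti-C3 ELISA, OD 450 nm; Buffer or medium: Mg2+-EGTA GVB++ buffer containing human serum at 1:15 dilution; Timing: 1 h at 37 °C; Replication: two different pools per compound.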
A340 absorber: compound absorbs light at 340 nm; compound absorbance at 340 nm, fold over control; 65,000 tested, under 10 active; fold change at 10 µM;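 active means at 10 µM dose, initial 340 nm absorbance at least 2 fold that of control wells; inactive means change under 2 fold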;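 further: initial absorbance extrapolated from kinetic A340 decline of NADH oxidation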
JNK3 inh: inhibitors of human JNK3 kinase. purified JNK3 kinase activity, HTS. inhibition, % at 8 µM. 0.61% of 60,000 active; in the data active means inhibition above about 17%;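 further: 0% = DMSO and 100% = reference inhibitor; many of its hits are not listed in these tables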
Target sequence (P53779 whole entry, looked up): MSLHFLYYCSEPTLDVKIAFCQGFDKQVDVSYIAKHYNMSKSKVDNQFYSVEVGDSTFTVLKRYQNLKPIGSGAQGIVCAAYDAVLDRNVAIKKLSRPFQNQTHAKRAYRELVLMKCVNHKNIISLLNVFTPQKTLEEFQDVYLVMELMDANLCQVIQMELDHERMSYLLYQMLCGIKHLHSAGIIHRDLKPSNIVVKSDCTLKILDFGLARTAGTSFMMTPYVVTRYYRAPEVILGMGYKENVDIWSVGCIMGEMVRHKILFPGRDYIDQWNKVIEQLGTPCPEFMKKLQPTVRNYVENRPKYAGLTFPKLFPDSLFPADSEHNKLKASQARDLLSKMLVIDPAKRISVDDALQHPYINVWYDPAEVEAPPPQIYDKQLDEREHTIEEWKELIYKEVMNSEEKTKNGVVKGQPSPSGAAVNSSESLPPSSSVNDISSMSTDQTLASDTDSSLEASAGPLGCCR
MKP-1 inh: inhibitors of human MKP-1 phosphatase; inhibition, %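 (compounds tested at a single concentration somewhere between 10 and 100 µM)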; P28562; 0.15% of 65,000 active; AID 374; recombinant MKP-1, OMFP hydrolysis fluorescence;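 active means inhibition above about 50%, limit read from the data; inconclusive means inhibition over screen mean plus 3 SD, below that limit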;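 further: 0% = DMSO max control wells and 100% = wells with enzyme stopped by NaOH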
Cdc25B inh: inhibitors of human Cdc25B phosphatase; P30305; recombinant Cdc25B, OMFP fluorescence Ex485/Em525; inhibition, %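 (compounds tested at 10 µM final in the well)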; 0.1% of 65,000 active; in the data active means inhibition above about 50%
Target sequence (P30305 whole entry, looked up): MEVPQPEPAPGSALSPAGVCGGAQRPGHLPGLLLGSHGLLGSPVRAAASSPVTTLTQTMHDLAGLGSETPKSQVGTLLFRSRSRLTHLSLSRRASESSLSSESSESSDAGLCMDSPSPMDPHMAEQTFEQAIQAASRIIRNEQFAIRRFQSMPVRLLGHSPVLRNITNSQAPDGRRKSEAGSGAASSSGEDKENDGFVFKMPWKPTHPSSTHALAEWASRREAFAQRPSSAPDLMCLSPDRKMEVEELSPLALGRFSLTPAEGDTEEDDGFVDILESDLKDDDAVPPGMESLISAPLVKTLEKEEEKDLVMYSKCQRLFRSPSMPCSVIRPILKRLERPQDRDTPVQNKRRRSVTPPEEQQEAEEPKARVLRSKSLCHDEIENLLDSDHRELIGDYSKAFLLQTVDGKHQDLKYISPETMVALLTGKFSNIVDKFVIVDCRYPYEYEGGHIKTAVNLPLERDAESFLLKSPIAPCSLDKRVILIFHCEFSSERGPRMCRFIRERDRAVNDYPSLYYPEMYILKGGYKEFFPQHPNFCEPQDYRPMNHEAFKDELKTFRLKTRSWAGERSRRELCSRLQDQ
FXIa inh mix: factor XIa (human) inhibition, mixture screen; P03951; purified FXIa, fluorogenic substrate, pooled mixtures; inhibition, % at 5 µM; 0.19% of 62,000 active;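 further: each value is inhibition by a whole ten-compound pool holding the compound; 0% = enzyme with no mixture and 100% = wells lacking enzyme; strong numbers were not always called active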
An asterisk follows results filed as active; ? = inconclusive; · = not tested or not shown; [ ] = remark or other dose. Unless noted, no stated cut-off is given here; in the data, active means inhibition above about 20% (passing the limit was not always enough); inactive means the rest.

SMILES | MMP-13 inhibitor | Hsp90 inh | FXIIa mix inh | AP complement | A340 absorber | JNK3 inh | MKP-1 inh | Cdc25B inh | FXIa inh mix
Cc1cc(C)c2cc(C#N)c(NCCCNC(=O)CCC(=O)O)nc2c1 | -90[fluorescence artefact?] | -4 | -3 | 5 | 1 | 0 | -15 | 5 | 4
Cc1cc(N)ccc1-n1c(C)ccc1C | -4 | -2 | 3 | -1 | 1 | -3 | 3 | 2 | 8
CC(C)N1C(=S)SC(C)(C)C1NO (stereo not given) | -2 | 2 | 0 | 2 | 0.97 | 6 | -34 | 3 | -6
CCc1cc2c(CN3CCN(CCO)CC3)cc(=O)oc2cc1O | -288[fluorescence artefact?] | -4 | -2 | 2 | 1 | -1 | -5 | -13 | -19
Cc1ccc(SC/C(O)=C(\C#N)c2nc3ccccc3n2C)cc1 | 2 | 0 | -19 | 24 | 1.1 | -4 | 2 | -13 | 1
COc1cccc(NC2=CC(=O)CC(C)(C)C2)c1 | 3 | · | 0 | 23 | 1.1 | · | 6 | -2 | -11
CCCOC(=O)C1[C@H]2C(=O)N(Cc3ccco3)C[C@]23C=C[C@H]1O3 (stereo not given in full) | 0 | -3 | · | · | 1 | -6 | 7 | 5 | ·
CN(C)c1ccc(C(=O)Nc2nnc(-c3ccc(Cl)cc3)o2)cc1 | -2 | 2 | -12 | 10 | 1.1 | 0 | 10 | -3 | 7
Cc1cc(CCN2CCC(=O)NC2=O)ccc1OC(C)C | 1 | 3 | 2 | 2 | 0.96 | -4 | -33 | -12 | 2
Cc1cccc(-c2nnc(SCC#N)n2Cc2ccccc2)c1 | 0 | -4 | -1 | 2 | 1 | 2 | -2 | -24 | 5
COc1cc(OC)cc(C(=O)Nc2ccc(-c3nc4ccccc4o3)c(O)c2)c1 | · | -15 | · | · | 1.2 | · | ? | -4 | ·
COc1cc(NC(=O)C2CCCN2S(=O)(=O)c2cccc3cccnc23)cc(OC)c1OC (stereo not given) | -7 | 0 | 2 | 8 | 0.97 | 0 | -2 | -11 | 10
C1CCC(n2nnnc2CN2CCCC2)CC1 | 1 | -4 | -3 | 5 | 0.98 | -1 | -3 | -9 | 6
O=C(Cn1cnc2ccccc2c1=O)c1c[nH]c2ccccc12 | 0 | -7 | -5 | 2 | 1 | 1 | 1 | -1 | 8
COc1ccc(OC)c(-n2c(N)c(C(=O)NCC3CCCO3)c3nc4ccccc4nc32)c1 (stereo not given) | -132[fluorescence artefact?] | 8 | 1 | 12 | 1.1 | 0 | 39 | -11 | 14
COC(=O)CSC1=C(C#N)C(c2cccc(F)c2)CC(=O)N1 (stereo not given) | -2 | 6 | 10 | 4 | 1 | -7 | 6 | -6 | 4
Cc1oc(/N=C/c2ccc(Cl)cc2Cl)c(C#N)c1C | -1 | -7 | 7 | 12 | 1.1 | 3 | 12 | -1 | -6
Cc1noc(/C=C/N(C)C)c1S(=O)(=O)N1CCCC(C(=O)NC2CCCCC2C)C1 (stereo not given) | 2 | 1 | 1 | 7 | 1.4 | -3 | 11 | -3 | -3
CCOC(=O)N1CCN(c2c(NC3CCN(Cc4ccccc4)CC3)c(=O)c2=O)CC1 | 3 | 3 | 8 | 17 | 1.1 | 5 | -2 | -16 | 0
COC(=O)c1c(O)ccc(Oc2ccccc2)c1C(=O)OC | -14 | -1 | 2 | 6 | 1.1 | -8 | -7 | -3 | 6
Cc1sc2ncnc(OCC(=O)NCC3CCCO3)c2c1C (stereo not given) | 2 | -3 | -1 | -3 | 1 | -1 | -4 | 4 | 3
CCOC(=O)c1[nH]c2ccc(OCC)cc2c1NC(=O)CN1CCN(c2ccccc2)CC1 | -28 | -7 | 10 | 11 | 1.1 | -1 | 17 | 4 | -4
CCCCn1ccnc1C(=O)c1cccc(S(=O)(=O)N2c3ccccc3CC2C)c1 (stereo not given) | 4 | -5 | -10 | 11 | 1 | 4 | 32 | -7 | 3
CCOc1ccccc1NC1c2ccccc2C(=O)N1Cc1ccco1 (stereo not given) | -2 | -4 | -14 | 13 | 1 | 4 | -10 | -1 | 0
O=C(CC1CCCC1)Nc1nc2ccccc2[nH]1 | 2 | 1 | 1 | 11 | 0.99 | 10 | 0 | 3 | 4

(cont.)
SMILES | MMP-13 inhibitor | Hsp90 inh | FXIIa mix inh | AP complement | A340 absorber | JNK3 inh | MKP-1 inh | Cdc25B inh | FXIa inh mix
CC(C)Cn1cnc2c(N)nc3ccccc3c21 | -1 | 2 | 1 | -6 | 0.98 | -4 | 12 | 2 | 4
O=c1cc(N2CCOCC2)[nH]c(=O)n1C1CCCCC1 | 1 | -2 | 4 | 15 | 1 | -1 | -9 | 16 | 4
O=C(NCCc1c[nH]c2ccccc12)C(F)(F)C(F)F | -2 | -8 | -2 | 10 | 1 | -3 | 5 | 1 | 5
Cc1ccc(C(=O)CSc2nc3cccnc3n2C)cc1 | 2 | -1 | -13 | 14 | 1 | 4 | -14 | 1 | 7
O=C(Nc1ccc(Cl)c(Cl)c1)Nc1cc(C(=O)N2CCOCC2)ccc1N1CCCCC1 | -3 | 4 | 12 | 7 | 1 | 4 | 7 | 0 | 5
CCSc1ccc2nnc(-c3cccc(F)c3)n2n1 | -9 | -3 | 7 | -2 | 1 | 2 | 30 | -16 | 2
Cc1ccc2nc(NCCCN3CCOCC3)c(C=NCCCN3CCOCC3)c(=O)n2c1 | -50 | -2 | 8 | 5 | 1 | 1 | 6 | -1 | 13
O=C1N(CN2CCN(c3cccc(Cl)c3)CC2)c2ccccc2C12OCCCO2 | -4 | -6 | 13 | 6 | 1 | 0 | 1 | -9 | -9
OCc1cn(-c2ccccc2)nc1-c1ccc(-c2nn(-c3ccccc3)cc2CO)cc1 | -16 | · | -15 | 9 | 1 | · | 1 | -8 | 0
O=C(c1cccc(C(F)(F)F)c1)N1CCCCCC1 | -2 | -8 | 2 | -1 | 1.1 | -2 | 8 | 3 | -4
c1ccc(OCCSc2nnnn2-c2ccccc2)cc1 | 0 | -1 | -1 | 8 | 1 | -3 | 5 | -5 | 2
CC#CCCCC(=O)Nc1ccc(C(=O)O)cc1 | 0 | 1 | -19 | 4 | 1 | 1 | -13 | 7 | 2
CCn1cc(C(=O)O)c(=O)c2cc(S(=O)(=O)N(C)C)ccc21 | -2 | 2 | -1 | 6 | 1.1 | -4 | 32 | -31 | 6
CCCOc1ccc(C2/C(=C(/O)c3ccccc3)C(=O)C(=O)N2CCCN(C)C)cc1OC (stereo not given) | 0 | -5 | · | · | 1 | 1 | -18 | 3 | ·
CCS(=O)(=O)N1CCC(C(=O)NCCC2=CCCCC2)CC1 | 1 | 1 | 4 | -12 | 0.99 | 1 | -8 | -14 | 2
COc1ccc2nc(C)c3cc(C)oc3c2c1 | -4 | -1 | 0 | 17 | 1.1 | -3 | 5 | -2 | 8
O=C(C1CCN(c2ncnc3c2sc2cccc(F)c23)CC1)N1CCOCC1 | -7 | -4 | -15 | 8 | 1.1 | 6 | 15 | -11 | 8
CCC(C)(C(=O)NC1CCCC1)N(C(=O)CNC(C)=O)c1ccccc1 (stereo not given) | 0 | · | 5 | -6 | 1 | · | 15 | -15 | 6
Cc1ccc(SCCCCN2C(=O)NC(C)(C)C2=O)cc1 | 3 | -1 | 6 | 9 | 1.1 | 1 | 25 | -13 | 7
CN1CCN(CCC(=O)Nc2ccccc2Cl)CC1 | 6 | -3 | 10 | 2 | 1.1 | -7 | -4 | 4 | 4
Cn1c(CCCOc2ccc(Cl)cc2Cl)nnc1SCC(=O)Nc1nccs1 | 1 | 0 | 2 | -4 | 1 | -4 | 9 | -37 | 12
COc1ccc(NC(=O)CCS(=O)(=O)c2ccc3c(c2)CCCN3C(C)=O)cc1 | 1 | 0 | 3 | 8 | 0.97 | -4 | -8 | 5 | 8
Cc1ccc2[nH]c3nc(SCCN4CCOCC4)nnc3c2c1 | 4 | -6 | -16 | -1 | 1.1 | -2 | -18 | 4 | 2
COC(=O)C1C2C=CC3(CN(C(C)C)C(=O)C13)O2 (stereo not given) | 3 | -1 | 7 | 10 | 1.1 | 9 | -5 | -2 | 0
CCOC(=O)C(N)CSC1CC(=O)N(c2ccc(C(=O)OC)cc2)C1=O (stereo not given) | -1 | -1 | 8 | 9 | 1.1 | 2 | 6 | -2 | 7

Remaining list, next part:
SMILES | MMP-13 inhibitor | Hsp90 inh | FXIIa mix inh | AP complement | A340 absorber | JNK3 inh | MKP-1 inh | Cdc25B inh | FXIa inh mix
O=C(Nc1nc(-c2ccc(Cl)s2)cs1)c1cccs1 | -6 | -4 | 15 | -4 | 1.1 | 4 | 22 | -8 | 1
O=C(O)CCSc1nnc(-c2ccncc2)n1-c1ccccc1 | 0 | -4 | 4 | 7 | 1 | 2 | 9 | -12 | 6
COc1ccc(C2Nc3ccccc3C(=O)N2Cc2ccco2)cc1COc1ccc(NC(C)=O)cc1 (stereo not given) | -97[fluorescence artefact?] | -2 | -13 | -12 | 1.1 | -1 | 31 | 3 | -2
Cc1ccc(OCC(O)CNS(=O)(=O)c2ccccc2C(=O)O)cc1 (stereo not given) | 0 | 0 | · | · | 0.99 | 7 | -16 | 6 | ·
Cc1cc(C)nc(Nc2n[nH]c(COc3ccc(Cl)cc3)n2)n1 | 1 | 3 | 2 | 3 | 1 | 2 | -4 | 1 | 2
O=C(CCS(=O)(=O)c1ccccc1)Nc1nc(-c2ccccn2)cs1 | 2 | -2 | -9 | -2 | 1 | 5 | 1 | -8 | 13
CCOC(=O)c1nnn(-c2nonc2N)c1CNc1ccccc1 | 2 | 3 | 5 | 14 | 1 | 1 | 3 | -3 | 6
CC1(C)C(C#N)=C(N)OC2=C1C(=O)CCC2 | 2 | · | 11 | 0 | 1.1 | · | 11 | -3 | 11
CCOc1ccc2[nH]c(=O)c(C(c3nnnn3Cc3ccco3)N3CCC(C)CC3)cc2c1 (stereo not given) | -17 | -3 | 4 | 5 | 1 | 1 | 18 | 3 | -4
Cc1cccc(Cn2c(Sc3nc(C)cs3)nc3c2c(=O)[nH]c(=O)n3C)c1 | 1 | -5 | 1 | 27 | 0.99 | 5 | -10 | -4 | 5
CCc1nnc(NC(=O)c2ccc(COc3ccc(C)cc3)o2)s1 | 0 | 1 | 4 | 8 | 1 | 1 | -8 | -2 | 2
CCN(CC)C(=O)C1CCCN(c2ncnc3c2cnn3-c2cccc(C)c2)C1 (stereo not given) | -3 | -4 | 7 | 7 | 1 | 0 | 32 | -19 | 10
CCOc1ccc(CCNC(=O)CN(C)S(=O)(=O)c2ccc3c(c2)CCC(=O)N3)cc1OCC | 1 | -4 | · | · | 1 | 6 | 23 | -8 | ·
Clc1ccc(Br)cc1-c1nc(-c2cccnc2)no1 | 2 | -5 | 1 | 19 | 1 | 1 | 0 | -4 | 10
CCOc1cc(S(=O)(=O)NCCc2ccccc2C)c(OCC)cc1-n1cnnn1 | -55 | -5 | 18 | 0 | 1.1 | 3 | -12 | 5 | -1
O=C(Oc1cccnc1)c1ccc(Cl)cc1 | 4 | -3 | -12 | 8 | 1 | 7 | -14 | 14 | 4
O=C(CN(Cc1ccc2c(c1)OCO2)C(=O)CNS(=O)(=O)c1ccccc1)NCC1CCCO1 (stereo not given) | -2 | -2 | -1 | -21 | 0.99 | -1 | 20 | 0 | 7
NC(=O)c1sc(=S)n(-c2ccc(Br)cc2)c1N | 3 | 0 | 18 | 19 | 1.1 | 5 | -4 | -39 | 4

Random excerpt: three records from the list.
SMILES | MMP-13 inhibitor | Hsp90 inh | FXIIa mix inh | AP complement | A340 absorber | JNK3 inh | MKP-1 inh | Cdc25B inh | FXIa inh mix
COc1cc(NC(=O)C2CCCN2S(=O)(=O)c2cccc3cccnc23)cc(OC)c1OC (stereo not given) | -7 | 0 | 2 | 8 | 0.97 | 0 | -2 | -11 | 10
Cc1ccc2[nH]c3nc(SCCN4CCOCC4)nnc3c2c1 | 4 | -6 | -16 | -1 | 1.1 | -2 | -18 | 4 | 2
CCS(=O)(=O)N1CCC(C(=O)NCCC2=CCCCC2)CC1 | 1 | 1 | 4 | -12 | 0.99 | 1 | -8 | -14 | 2
